Screening results deposited in PubChem BioAssay by several laboratories.
ERa coact pot: ER-alpha (human) coactivator binding potentiation. P03372. TR-FRET ERalpha-LBD/SRC-Cy5 coactivator binding, 2 h; 100 = basal binding, no effect. coactivator binding (% of control), % at 25.6 µM. 86,000 tested, 1.3% active. AID 639; in the data active = activity above about 200%;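 also: binding measured in presence of low estradiol as agonist stimulus; 0% = peptide alone without receptor and 100% = receptor with peptide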
Target sequence (P03372 whole entry, looked up, the tested form may be a part): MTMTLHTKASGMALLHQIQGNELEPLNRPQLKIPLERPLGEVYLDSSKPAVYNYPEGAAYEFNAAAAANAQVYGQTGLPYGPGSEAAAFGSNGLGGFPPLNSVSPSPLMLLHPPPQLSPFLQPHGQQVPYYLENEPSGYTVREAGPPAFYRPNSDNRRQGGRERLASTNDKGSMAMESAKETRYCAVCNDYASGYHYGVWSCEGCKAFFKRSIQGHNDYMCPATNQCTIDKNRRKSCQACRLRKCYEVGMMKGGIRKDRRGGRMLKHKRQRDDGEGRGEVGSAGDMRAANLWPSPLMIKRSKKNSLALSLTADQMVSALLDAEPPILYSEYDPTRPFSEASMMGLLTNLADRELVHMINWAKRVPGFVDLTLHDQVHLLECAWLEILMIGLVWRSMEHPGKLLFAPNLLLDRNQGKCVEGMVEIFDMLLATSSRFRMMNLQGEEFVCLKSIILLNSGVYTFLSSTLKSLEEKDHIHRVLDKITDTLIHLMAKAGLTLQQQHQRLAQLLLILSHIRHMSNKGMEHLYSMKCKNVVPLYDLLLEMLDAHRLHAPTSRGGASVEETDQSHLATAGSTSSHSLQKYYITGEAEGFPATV
H69AR growth 86K: growth inhibitors of human H69AR lung tumor cells. AID 598. viability, % at 10 µM. H69AR lung tumor viability, ATP luminescence, 72 h; stronger effect = lower value. 85,000 tested, 6% active;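 active = viability at or below 40%; inactive = viability above 40%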;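 also: multidrug resistant small cell line overexpressing MRP-1 efflux transporter; 100% = mean luminescence of untreated control wells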
Lung fibro prol: blocks proliferation of human lung fibroblasts; LL 47 human lung fibroblast viability, ATP luminescence; stronger effect = lower value; viability, % at 10 µM; 85,000 tested, 1.1% active; AID 719;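 active = viability at or below 50% in the single dose screen; inactive = viability above 50%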;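 also: compound exposure lasted 72 h before the ATP readout; 100% = median luminescence of untreated cell-only wells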
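Signal: luminescent ATP detection, CellTiter-Glo; assay system: LL 47 human lung fibroblasts; input: 1,150 cells/well; incubation: overnight cell rest, 72 h compound treatment at 37 °C; measure: % viability versus median cells-only luminescence; medium: IMEM growth medium with 15% fetal bovine serum; dosing: compound addition at 0.1% DMSO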
ERa SRC1 inh: ER-alpha (human) coactivator binding inhibition; P03372; 86,000 tested, 1.7% active; TR-FRET ER-alpha LBD / SRC-1 peptide, estradiol-bound; inhibition, % at 25.6 µM; in the data active = inhibition above about 50%;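 also: 0% = receptor plus peptide control and 100% = peptide only without receptor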
CYP2C19 activ: cytochrome P450 2C19 (human) activation. P33261. recombinant CYP2C19, luciferin-H EGE luminescence; stronger effect = higher value; 0 = fully inhibited enzyme, 1 = untreated enzyme. activation factor at 5 µM. 96,000 tested, under 10 active. AID 1025;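 active = activation factor of at least 2 at 5 µM in the primary screen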;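 also: 0 = wells with 2.5 mM tranylcypromine and 1 = vehicle-only wells; values of inactives mirror those of a sister screen read the other way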
Target sequence (P33261 whole entry, looked up): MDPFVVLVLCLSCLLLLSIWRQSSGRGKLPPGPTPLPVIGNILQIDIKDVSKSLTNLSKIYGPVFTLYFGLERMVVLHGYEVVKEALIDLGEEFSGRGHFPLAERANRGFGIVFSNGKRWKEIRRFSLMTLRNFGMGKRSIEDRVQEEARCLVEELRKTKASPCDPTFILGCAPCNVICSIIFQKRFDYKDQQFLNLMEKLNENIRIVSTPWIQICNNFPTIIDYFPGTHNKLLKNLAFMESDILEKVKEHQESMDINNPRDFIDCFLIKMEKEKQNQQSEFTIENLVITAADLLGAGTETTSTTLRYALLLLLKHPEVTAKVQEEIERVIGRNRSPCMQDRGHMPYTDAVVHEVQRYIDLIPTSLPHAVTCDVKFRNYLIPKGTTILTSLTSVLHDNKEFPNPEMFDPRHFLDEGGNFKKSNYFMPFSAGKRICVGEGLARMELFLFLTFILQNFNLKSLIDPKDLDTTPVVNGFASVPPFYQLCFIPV
Mac1 fbg inh: blocks human CD11b/CD18 adhesion to fibrinogen; K562 CD11b/CD18 adhesion to fibrinogen, ATPlite luminescence; Mn2+ added to activate the integrin; inhibition, % at 10 µM; 93,000 tested, 0.54% active;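 active = primary inhibition of 50% or more at 10 µM, then 40% or more on retest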; also: some results filed as inactive read as strong as hits
CYP2C19 inh: inhibitors of human CYP2C19; P33261; CYP2C19 Supersomes, luciferin-H EGE luminescence, 30 min; inhibition, % at 5 µM; 96,000 tested, 21% active;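 active = CYP2C19 inhibition above a set limit at 5 µM in the primary screen, cut at about 50% in these data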;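 also: plate controls were negative control wells for no effect and 2.5 mM tranylcypromine positive control for full effect; values of inactives mirror those of a sister screen read the other way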
HUVEC prolif 384: human endothelial cell proliferation inhibition. HUVEC proliferation, CellTiter-Glo luminescence, 72 h; stronger effect = lower value. viability, % at 10 µM (by protocol). 86,000 tested, 1.1% active;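 active = viability at or below 30%; inactive = viability above 30%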;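 also: 100% = median luminescence of DMSO-only cell control wells on each plate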
Mac1 fbg enh: CD11b/CD18-fibrinogen binding enhancement; activation, % at 10 µM; K562 CD11b/CD18 adhesion to fibrinogen, ATPlite luminescence; 93,000 tested, 0.07% active;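 active = 10 µM primary screen giving 50% or more activity, confirmed by 40% or more on retest at that dose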; also: strong numbers were not always called active
Starred values were filed as active, the others as inactive; . = not tested or not shown; [ ] = remark or other dose.

SMILES	ERa coact pot	H69AR growth 86K	Lung fibro prol	ERa SRC1 inh	CYP2C19 activ	Mac1 fbg inh	CYP2C19 inh	HUVEC prolif 384	Mac1 fbg enh
Cc1cccc(C(=O)Oc2ccccc2C2C[C@]3(C)CC(=O)NC3N2C(=O)c2cccc(C)c2)c1 (stereo partly drawn)	94.7	90.1	95.8	0.0	0.6	-5.0	40.7	98.3	-3.3
COc1cccc(CC(NC(C)=O)C(=O)NC2CCN(S(=O)(=O)c3ccc4ccccc4c3)CC2)c1 (stereo not drawn)	119.7	104.6	97.0	14.3	1	1.2	-1.2	103.0	-2.0
Cn1c(=O)oc2cc(S(=O)(=O)NC(Cc3ccccc3)C(=O)N3CCCCC3)ccc21 (stereo not drawn)	94.6	92.8	96.2	5.1	0.6	-13.8	40.4	99.3	-5.0
Cc1nn(-c2c(Cl)cc(Cl)cc2Cl)c(=O)c2ccccc12	96.5	65.4	98.5	5.5[fluorescence artefact?]	0.5	0.5	48.2	117.3	0.8
CCOC(=O)C1=NN(c2ccccc2)C2(S1)SC(C(C)=O)=C(C)N2c1ccccc1 (stereo not drawn)	82.8	96.0	93.8	-2.1	1.2	1.2	-20.4	91.8	-3.8
O=C(Cc1sc(-c2ccccc2)nc1-c1ccccc1)Nc1ccccc1	147.9	63.7	81.2	-3.8	1	5.0	0.2	74.8	-5.6
CC1CC(=O)c2cnc(Nc3ccccc3)nc2C1 (stereo not drawn)	96.2	94.1	94.1	-12.2	0.6	-5.2	38.5	85.7	-4.2
Cc1ccc(C)c(N(CC(=O)NC2CCCC2)C(=O)CCCC(=O)Nc2ccccn2)c1	126.7	106.4	95.0	-2.3	0.2	0.2	80.1*	98.0	-1.0
CCOC(=O)c1c(NC(=O)/C=C/c2ccc3c(c2)OCO3)sc(C)c1CC	.	.	.	.	0.9	-6.0	6.0	.	-1.8
Cc1cc(C)cc(OCc2nnc(SCC(=O)OC(C)C)o2)c1	102.5	108.0	107.3	1.1	0.4	2.6	59.7*	92.5	0.1
Cc1ccc(C(=O)Oc2oc(-c3ccco3)nc2C=Nc2ccccc2)cc1	50.6	38.6*	90.4	32.7	0.8	7.5	17.9	68.8	-1.7
COc1ccc(CN2C3CCCC2CC(NC(=O)Nc2ccccc2)C3)cc1 (stereo not drawn)	102.5[fluorescence artefact?]	90.2	93.4	-4.8	.	.	.	97.2	.
COc1ccc(-n2nc(C(=O)N3CCN(Cc4ccc5c(c4)OCO5)CC3)c3ccccc3c2=O)cc1	118.1	61.9	99.6	1.6	0.7	-20.7	32.9	100.1	-2.2
O=C(COc1ccc2ccccc2c1)N1CCN(C(=O)c2cccs2)CC1	97.2[fluorescence artefact?]	74.0	97.3	2.9	.	.	.	89.8	.
CCOC(=O)C(CC)Sc1nc(-c2ccc(OC)cc2)nc2c1c(=O)n(C)c(=O)n2C (stereo not drawn)	113.8	89.1	88.7	-22.8	.	.	.	83.6	.
CCN(CC)S(=O)(=O)c1ccc2c(c1)C(=NO)c1cc(S(=O)(=O)N(CC)CC)ccc1-2	107.7	2.6*	37.9*	34.6	.	.	.	4.3*	.
CCOc1ccc2[nH]c(=O)c(CN(Cc3ccco3)C(CC)c3nnnn3Cc3ccccc3)cc2c1 (stereo not drawn)	92.0	2.4*	88.0	9.1	0.8	4.1	16.2	74.1	-2.9
CC(C)(C)C(=O)COC(=O)c1ccccc1O	.	.	.	.	0.8	7.1	18.2	.	-2.8
Cc1cccc(-c2nsc(SCC(=O)NCc3ccco3)n2)c1	97.2	91.3	100.4	0.1	0.8	3.8	21.3	93.5	-2.4
CC(C)c1ccc(C2C3=C(CC(C)(C)CC3=O)NC3=C2C(=O)c2ccccc23)cc1 (stereo not drawn)	.	.	.	.	0.9	-0.5	11.9	.	-1.0

Shown as a hit in CYP2C19 inh (from the list above):
SMILES	ERa coact pot	ERa SRC1 inh	CYP2C19 activ	Mac1 fbg inh	CYP2C19 inh	Mac1 fbg enh
Cc1ccc(C)c(N(CC(=O)NC2CCCC2)C(=O)CCCC(=O)Nc2ccccn2)c1	126.7	-2.3	0.2	0.2	80.1*	-1.0
Cc1cc(C)cc(OCc2nnc(SCC(=O)OC(C)C)o2)c1	102.5	1.1	0.4	2.6	59.7*	0.1

(cont.)
SMILES	ERa coact pot	H69AR growth 86K	Lung fibro prol	ERa SRC1 inh	CYP2C19 activ	Mac1 fbg inh	CYP2C19 inh	HUVEC prolif 384	Mac1 fbg enh
O=C(Nc1ccccc1N1CCN(C(=O)c2ccc(Cl)cc2)CC1)c1cc2ccccc2o1	120.8	52.4	90.8	-4.7	0.2	-33.0	75.1*	73.2	13.9
COCCCNC(=O)c1ccc(Cn2c(=O)c3ccccc3n(Cc3ccccc3C#N)c2=O)cc1	131.2	18.3*	72.4	-1.0	0.5	-11.7	51.9*	56.0	1.3
CCC(=O)N(Cc1ccc(S(N)(=O)=O)cc1)C1CC(=O)N(c2ccc(OC)cc2)C1=O (stereo not drawn)	120.8[fluorescence artefact?]	.	100.9	4.2	1.1	-7.5	-6.0	89.5	1.8
Cc1occc1-c1nnc(SCC(=O)Nc2ccc(F)cc2)n1Cc1ccccc1	95.9	65.5	85.8	6.0[fluorescence artefact?]	0.7	3.2	26.5	85.1	0.3
N#CC1=C(N)N(c2ccccc2)C(=O)C1	130.2[fluorescence artefact?]	100.3	100.6	3.3[fluorescence artefact?]	1.1	0.7	-12.5	94.4	3.7
Cc1nn(Cc2ccccc2)c(N)c1-c1ccccc1	84.6	101.0	88.5	-4.6	0.4	2.3	63.2*	94.8	3.5
COc1ccc(CSc2nnc(N)s2)cc1F	102.6	106.0	101.7	3.7	0.3	-18.5	68.7*	85.4	1.0
CCOC(=O)C1=C(C)NC(SCC(=O)Nc2nc(C)cs2)=C(C#N)C1c1cccs1 (stereo not drawn)	72.0[fluorescence artefact?]	37.1*	98.0	-6.7[fluorescence artefact?]	0.1	48.0	85.1*	46.5	1.5
O=C(c1csc2ccccc12)N1CCN(c2ccccn2)CC1	121.4	96.2	98.8	-1.4	0.6	5.6	39.7	91.2	-2.8
CC(C)CC(NC(=O)C1CCC(C)CC1)C(=O)NCc1cccnc1 (stereo not drawn)	120.2	.	.	10.0[fluorescence artefact?]	0.7	-27.0	29.7	.	-2.7
COc1cccc(-c2nc(N3CCCCC3C)c3ccccc3n2)c1O (stereo not drawn)	80.6	37.9*	81.1	2.6[fluorescence artefact?]	0.8	18.2	24.3	47.4	-3.2
Cn1nnc(NC(=O)C(c2ccccc2)c2ccccc2)n1	118.2	.	98.7	9.2	0.6	2.1	41.0	91.1	-2.7
O=C(NCc1ccco1)c1cccc(S(=O)(=O)N2CCCCC2)c1	94.4	87.2	93.5	6.5[fluorescence artefact?]	.	.	.	90.8	.
O=c1c2cc(Cl)ccc2[nH]c(=S)n1Cc1ccco1	118.8	94.8	92.9	2.5	1	12.5	3.8	99.4	6.7
O=C(NCCCN1CCCCC1)c1ccc2c(c1)NC(=O)C(N1CCOCC1)S2 (stereo not drawn)	122.7[fluorescence artefact?]	98.8	97.6	-2.5	1.2	-4.5	-20.4	104.4	-4.0
Cc1sc2ncn(CC(=O)NCC(=O)N(C)C3CCCCC3)c(=O)c2c1C	101.8	105.2	100.8	-3.0	1	-16.8	4.7	92.2	0.0
COc1ccc(OC)c(CNC(=O)CCc2nc(-c3cccs3)no2)c1	102.5	93.0	96.6	2.5	.	.	.	102.6	.
COc1ccc(C2C(C(=O)c3ccco3)=C(O)C(=O)N2CCc2ccccc2)cc1OC (stereo not drawn)	108.3	93.2	106.1	-7.7[fluorescence artefact?]	1	-1.0	4.1	95.7	-2.3
CCc1ccc(NC(=O)Cn2c(=O)n(CCCC(=O)NCc3ccco3)c(=O)c3ccccc32)cc1	124.5	29.7*	82.2	21.2[fluorescence artefact?]	0.9	-3.3	9.8	41.4	6.2
CCOc1cc2[nH]c(=O)n(CCCCCC(=O)NCc3ccc4c(c3)OCO4)c(=O)c2cc1OCC	111.1	17.5*	34.0*	-1.0	.	.	.	30.6	.
COCc1ccccc1Cn1cnc2c1c(=O)n(C)c(=O)n2C	101.6	94.4	107.1	-3.8	0.7	1.3	30.2	103.0	-3.1
CCOC(=O)c1ccc(Nc2nc(-c3cccnc3)nc3ccccc23)cc1	.	.	.	.	0.3	6.3	66.2*	.	8.6
OC(COc1ccc2ccccc2c1)CN1CCOCC1 (stereo not drawn)	98.7	77.2	97.7	-1.2	.	.	.	87.0	.
COCCN(CCOC)c1cc(C)c(C#N)c2nc3ccccc3n12	95.2	75.8	90.8	-4.2	0.9	-54.4	10.5	94.9	4.2
CCOc1ccc(CSC(CC(=O)O)C(=O)O)cc1 (stereo not drawn)	131.4	93.0	94.4	-3.7	0.9	-7.2	12.2	86.4	3.7
CCOc1ccc(/C(O)=C2\C(=O)C(=O)N(c3cc(C)on3)C2c2ccccc2OC)cc1 (stereo not drawn)	.	.	.	.	1	-4.5	-1.2	.	3.4
CC(C)n1nnnc1C(c1ccc(F)cc1)N1CCN(C2CCCC2)CC1 (stereo not drawn)	110.9	105.2	99.1	-0.4	1	-3.0	2.2	97.7	5.5
O=C(CN1CCN(c2ccccc2F)CC1)c1c[nH]c2ccccc12	.	.	.	.	0.7	2.3	25.1	.	0.0
Cc1cc(C)nc(N2CCN(c3ncnc4c3cnn4Cc3ccc(Cl)cc3Cl)CC2)n1	124.1	31.6*	.	15.8	1.1	8.1	-8.2	62.9	7.4
CC(=O)Nc1cc(C(=O)N2CCN(C)CC2)ccc1S(=O)(=O)c1ccc(C)cc1	101.5	97.0	101.3	-10.3	1	-17.7	-1.1	98.0	0.0
O=C(Nc1ccc2c(c1)OCO2)C1CCCCN1S(=O)(=O)c1ccc(F)cc1 (stereo not drawn)	106.9[fluorescence artefact?]	74.3	92.3	-12.9	0	-9.3	99.6*	40.5	0.9
O=C(Cc1cccs1)Nc1nnc(Cc2ccc(F)cc2)s1	75.4	103.0	104.6	27.5	0.8	-15.4	15.4	102.7	2.0
Nc1nnc(CC(=O)N/N=C/c2cccc(OCCOc3ccccc3)c2)s1	.	.	.	.	1.1	-1.0	-8.1	.	-1.5
Cc1cc(C)nc(N(C#N)CC(=O)c2ccccc2)n1	104.1	76.4	91.2	-5.8	0.9	31.8	14.0	91.6	-2.4
O=C(c1cc2ccccc2oc1=O)N(Cc1ccccc1)Cc1ccc2c(c1)OCO2	104.3	108.7	93.7	-0.1	.	.	.	87.4	.
CCCSc1nnc(Nc2ccccc2C)s1	97.5	109.2	99.7	-5.1	0.7	.	28.5	117.1	.
Cc1occc1-c1nnc(SCCCC(=O)c2ccc(F)cc2)n1C	82.1	90.1	97.5	-4.2	0.3	6.4	71.5*	121.8	-1.7
COc1ccc(C(=O)OC(C)CN2CCOCC2)cc1OC (stereo not drawn)	94.9	92.4	96.9	-7.6	1	-10.1	2.3	101.4	-5.4
Cc1cc(C)nc(SCc2nnc(SCC(=O)Nc3ncc(C)s3)n2Cc2ccco2)n1	96.0	101.5	113.5	4.4	.	.	.	88.5	.
O=C(NCC1CCCO1)c1ccccc1 (stereo not drawn)	99.9[fluorescence artefact?]	91.1	104.7	-19.0	1.2	18.8	-18.1	98.5	1.4
COC(=O)c1nn(-c2ccc(-c3ccccc3)cc2)cc1O	95.3	63.4	103.6	0.6	0.8	13.4	23.6	86.1	-0.2
CCc1c(O)cc2n(c1=O)-c1ccc(Cl)cc1C2(C)C	78.8	68.8	98.9	22.4	.	.	.	102.7	.
